GPR7 antag = blocks human GPR7 receptor signaling | P48145 | GPR7-expressing cells, fluorescence antagonist assay | inhibition, % at 4.4 µM | hit rate 1.1% among 290,000; in the data active = inhibition above about 16%, passing the limit was not always enough;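 note: cells stimulated with the agonist NPW; 0% = agonist with vehicle and 100% = vehicle without agonist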
V1R ag counter = activates human V1a receptor in oxytocin agonist counter-screen. AID 2797. activation, % at 3 µM. P37288. hit rate 0.25% among 320,000. CHO-V1R cells, Fluo-8 calcium fluorescence, agonist mode; 0% DMSO, 100% 3 nM vasopressin;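 active = activation above the mean activation of all tested compounds plus 3 SD, per screening run, cut at about 20% in these data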;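 note: signal is peak over basal fluorescence ratio across a 100 second FLIPR read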
Target sequence (P37288 whole entry, looked up): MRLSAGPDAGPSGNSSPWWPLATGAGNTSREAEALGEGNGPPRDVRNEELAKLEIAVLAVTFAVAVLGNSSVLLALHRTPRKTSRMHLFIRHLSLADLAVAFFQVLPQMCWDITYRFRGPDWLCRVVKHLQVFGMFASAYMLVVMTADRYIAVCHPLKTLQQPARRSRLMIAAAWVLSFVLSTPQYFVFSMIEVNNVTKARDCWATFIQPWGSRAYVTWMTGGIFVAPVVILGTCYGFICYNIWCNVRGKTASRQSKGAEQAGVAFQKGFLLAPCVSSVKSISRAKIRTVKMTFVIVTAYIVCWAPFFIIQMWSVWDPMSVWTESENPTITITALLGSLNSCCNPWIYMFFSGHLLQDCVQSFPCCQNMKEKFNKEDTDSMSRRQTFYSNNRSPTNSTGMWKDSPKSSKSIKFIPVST
NALP1 yeast inh = blocks the NALP1 inflammasome reconstituted in yeast; inhibition, % at 10 µM; hit rate 0.61% among 280,000; S. cerevisiae NALP1/ASC/caspase-1 growth, X-gal OD620, 72 h; in the data active = inhibition mostly above about 24%, no sharp cut-off; inactive = mostly below about 32%; note: some compounds called inactive have numbers as strong as hits
M18AAP inhibitor = PfM18AAP enzyme inhibition; recombinant PfM18AAP, H-Glu-NHMec fluorogenic cleavage; inhibition, % at 7.35 µM; hit rate 1.2% among 290,000; AID 1822;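 active = inhibition above the campaign mean inhibition over all tested compounds plus 3 SD, cut at about 28% in these data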;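 note: 0% = plate median of test compound wells and 100% = 2 mM ZnCl2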
OXTR potentiate = potentiators of human oxytocin receptor. P30559. CHO-OTR cells, Fluo-8 calcium fluorescence, potentiator mode; 0% = oxytocin EC15, 100% = EC100. hit rate 0.061% among 320,000. activation, % at 3 µM;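 active = activation above that plate's cutoff, the mean activation of tested compounds plus 3 SD, cut at about 6.6% in these data, passing the limit was not always enough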;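 note: 100% uses oxytocin at 75 nM as the full agonist control; some results filed as inactive read as strong as hits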
Target sequence (P30559 whole entry, looked up): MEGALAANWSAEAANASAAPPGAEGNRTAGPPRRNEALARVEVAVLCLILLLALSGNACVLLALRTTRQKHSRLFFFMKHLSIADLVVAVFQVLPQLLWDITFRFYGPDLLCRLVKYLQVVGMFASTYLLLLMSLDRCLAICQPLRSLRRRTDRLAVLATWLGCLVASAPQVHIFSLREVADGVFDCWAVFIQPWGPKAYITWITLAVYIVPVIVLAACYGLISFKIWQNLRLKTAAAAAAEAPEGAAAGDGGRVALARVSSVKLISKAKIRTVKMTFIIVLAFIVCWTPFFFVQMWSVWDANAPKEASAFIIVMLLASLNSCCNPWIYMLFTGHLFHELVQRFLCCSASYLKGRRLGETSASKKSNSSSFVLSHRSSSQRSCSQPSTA
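System: human OTR in CHO cells / Also added: sub-maximal oxytocin, roughly EC15 / Control set: EC15 oxytocin low, 75 nM oxytocin high / Schedule: 6 min compound pre-incubation at room temperature, 100 s kinetic read / Compound: single-point 3.0 µM / Replication: singlicate / Technique: Fluo-8 calcium dye fluorescence / Read-out basis: % activation of max/min ratio relative to oxytocin controls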
OXTR ag = agonists of human oxytocin receptor | P30559 | CHO-OTR cells, Fluo-8 calcium fluorescence; normalized: DMSO 0%, oxytocin 100% | activation, % at 3 µM | hit rate 0.32% among 320,000 | AID 2435;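 active = activation above the mean of all tested compounds plus 3 SD, cutoff set per screening run, cut at about 20% in these data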;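 note: peak over basal fluorescence ratio from a 100 s FLIPR kinetic read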
MEKK2mut PB1 HTS = signal of MEK5 binding to mutant human MEKK2 PB1 domain; bead flow cytometry, Alexa488-MEK5 binding to MEKK2 mutant; hit rate 0.35% among 290,000; percent response, % at 10 µM; AID 1530; in the data active = percent response above about 24%, passing the limit was not always enough; note: inactives centre near 1; some results filed as inactive read as strong as hits
GalR3 antag = blocks the human galanin receptor 3. HEK293 GalR3-CNG cAMP membrane potential fluorescence; galR3 body fused to GalR1 C-terminus. O60755. inhibition, % at 3 µM. hit rate 0.44% among 360,000;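 active = inhibition above the screen-wide average plus 3 SD, cut at about 13% in these data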;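 note: forskolin and galanin both at EC90 stimulate the cells; cAMP rise reported by CNG channel membrane potential dye signal; 0% = forskolin plus galanin with DMSO and 100% = forskolin alone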
MEKK2 WT-MEK5 = raises or lowers MEK5 binding to wildtype human MEKK2 PB1 domain; binding response (% of control), % at 10 µM; Q9Y2U5; bead flow cytometry, Alexa488-MEK5 binding to MEKK2 WT; actives lie on both sides; hit rate 1.1% among 290,000; AID 1531; in the data active = binding response below about 67% or above about 130%
* = called active by the depositor; . = not tested or not shown; [ ] = another dose, or the depositor's remark.

SMILES	GPR7 antag	V1R ag counter	NALP1 yeast inh	M18AAP inhibitor	OXTR potentiate	OXTR ag	MEKK2mut PB1 HTS	GalR3 antag	MEKK2 WT-MEK5
COc1cccc(CN2CCN(C(=O)c3cc(-c4cccnc4)nc4ccc(C)cc34)CC2)c1	-8	-0.1	-18	-8	-17	1.4	-1	10	96
CCOC(=O)C1(C)NC(c2ccc(OC)cc2OC)C2C(=O)N(c3cccc(OC)c3)C(=O)C21 (configuration not stated)	-11	0.1	4	1	-6	-0.6	3	4	98
COc1ccc(C)cc1S(=O)(=O)Nc1ccccc1C	-6	-1.1	.	-3	-10	-1.0	2	0	102
Cc1cc(C)cc(N(C(=O)CNC(=O)c2ccco2)C(C(=O)NC2CCCCC2)c2cccnc2)c1 (configuration not stated)	-11	-0.7	6	-13	-4	0.8	1	-2	101
Cc1nc(SCC(=O)N2CC(C)OC(C)C2)nc(C)c1C (configuration not stated)	-6	0.7	-9	-5	3	1.1	5	-5	105
CC1COC(C)(CC(=O)NN2C(=O)c3ccccc3C2=O)O1 (configuration not stated)	-8	0.8	-18	2	-1	-0.1	-9	-2	91
CCC(=O)Nc1cccc(NC(=S)NC(=O)c2ccc(C)cc2)c1	-7	4.2	15	-11	-12	2.5	1	-6	107
CC(=O)N1CCN(c2ccc([N+](=O)[O-])c(-n3nc(C)cc3C)c2)CC1	-3	0.8	16	0	0	7.7	3	-4	104
CCCCNC(=O)C1COc2ccccc2O1 (configuration not stated)	-14	-0.2	2	2	-9	-0.2	-9	-7	82
Cn1nnnc1Sc1ncnc2scc(-c3cccc(S(C)(=O)=O)c3)c12	.	-0.5	.	.	-6	0.6	.	0	.
CCN(CC)c1nc2n(c(=O)n1)CCN2CC	-8	0.7	1	-16	1	0.8	-7	-4	93
Cc1cc(C(=O)CSc2ncccn2)c(C)n1-c1cccc(F)c1	9	3.7	23	-2	-4	-1.1	-1	1	101
Nc1nc(COC(=O)C2CC(=O)N(Cc3ccccc3Cl)C2)nc(Nc2ccccc2)n1 (configuration not stated)	.	0.8	.	.	0	-2.3	.	-6	.
O=C(OCc1ccccc1)/C(=C/c1cccc([N+](=O)[O-])c1)NC(=O)c1ccco1	-2	-0.4	3	-5	2	-1.2	6	-3	107
COc1cc(CC(=O)OCC(=O)Nc2cc([N+](=O)[O-])ccc2Cl)cc(OC)c1OC	-1	4.0	27	-1	-7	4.5	9	5	58*[inhibitor]
Cc1nnc(Nc2ccc(C(=O)NCCO)cc2)c2ccccc12	-3	0.6	17	-9	-10	2.2	-11	-4	87
CCOC(=O)Nc1sc2nc(C)cc(C)c2c1-n1cccc1	-8	-0.6	12	0	-13	-2.5	-4	-4	96
Cc1ccc(-n2cc(CN(C)Cc3nccn3C)c(-c3cccc(C)c3)n2)cc1	-7	-1.3	7	2	-3	-1.1	1	0	118
Cc1ccccc1CNC(=O)/C=C\C(=O)O	3	-0.1	18	-2	3	0.9	0	-5	108
CCOc1ccc(NC(=O)N(CCN2CCOCC2)Cc2ccc3c(c2)CCCN3CC)cc1	-7	-1.9	1	18	0	-2.2	10	-4	105
O=C(NCc1ccc2c(c1)OCO2)C1CC(=O)N(c2ccc(Cl)cc2)C1 (configuration not stated)	-4	-1.5	13	-15	-8	0.0	-2	-8	99
CCn1c(SCC(=O)NC2CCCC2)nnc1-c1ccncc1	-9	-0.1	10	-1	0	0.7	1	3	102
COCCn1nnnc1C(c1cccs1)N1CCN(c2ccccc2)CC1 (configuration not stated)	-6	-0.2	13	2	3	1.0	2	-5	96
Cc1ccc(OCC(=O)NNC(=O)CSc2ncc(C#N)c(N)n2)cc1	-4	1.6	24	11	-2	-0.7	10	-3	106
C[C@H](CO)N1C[C@H](C)[C@@H](CN(C)S(=O)(=O)c2ccccc2)Oc2c(NS(=O)(=O)c3ccc(F)cc3)cccc2C1=O	.	0.5	.	.	-3	0.3	.	0	.
O=C(CN1CC(=O)Oc2ccccc21)OCC(=O)c1cccc(Br)c1	20	0.4	10	10	-17	-0.1	3	.	99
Cc1ncn(-c2ccccc2)c1-c1ccccc1	.	5.8	.	.	-12	1.8	.	-8	.
Cc1ccc(-c2csc(NC(=O)C[n+]3cc(-c4ccccc4)n4c3CCC4)n2)cc1	-3	-1.2	.	2	-7	-0.5	36	-6	167*
COc1ccc(CCN(C)C(=O)/C=C/c2c(Cl)nc3ccccn23)cc1OC	5	-0.7	6	-10	-27	-0.6	-7	-1	95
C[C@H](NC(=O)CCCn1nnc2ccccc2c1=O)C(=O)O	5	0.3	4	-1	1	1.1	12	-5	107
O=C(COC(=O)Cc1cccc2ccccc12)Nc1ccccc1-c1ccccc1	-9	1.0	43	0	-15	-0.3	6	-4	110
O=C(N/N=C/c1ccc([N+](=O)[O-])o1)C(=O)Nc1ccc(C(=O)O)cc1	-4	0.9	-4	7	3	0.5	1	-3	98
Cc1cccnc1NC(=O)NC(=O)c1ccc(C(C)(C)C)s1	-12	-0.3	.	-7	-7	-0.7	-5	-4	96
CCOc1ccccc1NC(=O)c1nc(S(=O)(=O)Cc2ccccc2)ncc1Cl	-6	2.8	19	-43	-1	0.0	5	2	106
CC(C)OC(=O)CCNc1n[nH]c(=O)[nH]c1=O	3	-0.8	13	2	-7	-0.3	6	-5	104
CC(NC(=O)CNC(=S)N(Cc1cccs1)C1CCCC1)c1ccccc1 (configuration not stated)	-1	1.0	12	-3	-13	-2.0	-5	-7	96
O=C(COC(=O)C1CC(=O)N(c2ccc3c(c2)OCCO3)C1)Nc1ccc2c(c1)CCC2 (configuration not stated)	-6	3.7	-1	-7	-8	1.1	8	3	107
COc1cccc(-c2ccc3ncnc(NCc4cc(C)cs4)c3c2)c1	.	-0.1	.	.	-4	-1.5	.	-5	.
CC(=O)N1CCc2cc(S(=O)(=O)CCC(=O)Nc3cc(C)cc(C)c3)ccc21	-1	0.4	23	1	-1	-0.6	-3	-1	97
Cc1cc(OCC(=O)NNC(=O)c2ccncc2)ccc1C(C)C	.	1.3	.	.	-4	1.4	.	-3	.
C/C(CCc1ccccc1)=N\NC(=O)C(=O)Nc1cccc(Cl)c1	-6	1.9	26	6	-30	0.5	-9	-8	83
CN(c1cccc(NC(=O)CN(c2cccc(F)c2)S(C)(=O)=O)c1)S(C)(=O)=O	-4	0.4	7	2	-3	-0.4	0	-4	96
O=C(CNCCO)N1CCc2ccccc21	-15	0.2	7	9	-2	0.9	-4	-2	97
COc1ccc(C(=O)NCCCNC(=O)c2cccnc2)cc1OC	-14	0.2	-25	-2	4	1.3	-2	-7	92
O=C(NCCc1ccccc1)C(=O)NCC1(c2ccccc2)CCCC1	-19	-1.8	-1	-11	-1	-1.1	-15	-3	83
NS(=O)(=O)c1ccc(CNC(=S)NC(=O)c2ccco2)cc1	.	1.8	.	.	-1	2.0	.	-5	.
O=C(NCc1ccc(F)cc1)C(c1ccccc1)c1ccccc1	-4	2.2	2	0	-11	0.8	10	-12	106
Cc1ccccc1N1CC2=C(C1=O)C(c1ccccc1)NC(=O)N2C (configuration not stated)	-13	-0.4	.	-2	3	-1.4	-8	0	85
Cc1nc(Oc2ccccc2)c2ccccc2n1	-2	-0.1	36	-8	-3	-0.7	-4	6	93
CN(C(=O)c1ccc(NC(=O)Cc2cccc(NC(=O)C3CCN(C(=O)c4ccccc4)CC3)c2)cc1)C1CCCC1	.	1.7	.	.	-6	0.8	.	0	.

Following part.
SMILES	GPR7 antag	V1R ag counter	NALP1 yeast inh	M18AAP inhibitor	OXTR potentiate	OXTR ag	MEKK2mut PB1 HTS	GalR3 antag	MEKK2 WT-MEK5
Cn1cccc1/C=N/NC(=O)c1ccccn1	-6	-0.6	.	-5	-1	-0.8	1	-2	102
Cc1ccc(/C=N/NC(=O)c2n[nH]c3c2CCCC3)cc1	-1	1.0	2	-3	-9	-1.6	0	1	99
O=C(COC(=O)C1(c2ccccc2)CC1)NNC(=O)c1ccccc1F	.	-0.1	.	.	-9	1.4	.	1	.
Cc1ccc(C)c(N(CC(=O)N2CCc3ccccc3C2)S(C)(=O)=O)c1	.	0.7	.	.	-6	0.3	.	-1	.
CC(N=c1ccccn1C(=O)Nc1ccc(F)cc1)c1ccco1 (configuration not stated)	6	0.5	3	3	1	0.2	-39	-1	-4.0*[inhibitor]
CCOc1ccc(C2C(C(=O)c3ccc(C)o3)=C(O)C(=O)N2CCCN(CC)CC)cc1 (configuration not stated)	-17	0.7	.	2	0	0.6	-5	-1	97
O=C(NC1CCCC1)C(c1cccs1)N(Cc1ccco1)C(=O)Cn1nnc(-c2cccs2)n1 (configuration not stated)	7	0.6	27	-30	-6	-0.3	1	-2	95
Cc1ccc(NC(=O)c2cc(NC(=O)c3ccco3)ccc2N2CCOCC2)cc1Cl	-2	1.2	1	0	-10	0.4	7	10	103
CC1=C(C(=O)Nc2ccccc2)C(c2ccc(C)o2)N2C(=O)CSC2=N1 (configuration not stated)	-1	0.3	6	-6	-23	-0.2	-2	1	90
COc1cc2c(cc1OC)C(c1ccc(Cl)cc1)=NCC2	-13	-0.6	.	2	7	-1.7	-25	-7	96
O=C(CCOc1ccccc1)Nc1cccc(S(=O)(=O)Nc2ccccc2Cl)c1	-8	9.3	23	-4	-8	6.0	-2	6	99
NCCNC(=O)c1ncsc1-c1cccc(F)c1	.	0.7	.	.	-2	1.6	1	.	97
CN(C)S(=O)(=O)c1ccc(Cl)c(C(=O)NNC(=O)c2ccc3c(c2)OCO3)c1	.	0.7	.	.	-5	0.0	.	-8	.
CCOc1ccc(S(=O)(=O)NCc2cccnc2)cc1NC(=O)c1ccccc1F	1	0.1	-14	-1	-3	-0.2	3	-8	98
CN(C)C(=O)N1CCCC(C(=O)NCc2ccccc2Cl)C1 (configuration not stated)	-8	0.1	13	0	0	-1.1	3	-8	101
CCNc1nc(NCc2ccccc2)nc(SCC(=O)Nc2ccccc2)n1	-5	4.5	32	-3	-5	-1.3	6	0	90
CN(C1CCS(=O)(=O)C1)S(=O)(=O)c1ccccc1[N+](=O)[O-] (configuration not stated)	-5	0.9	.	-1	-6	-0.1	-2	-2	94
COc1ccc(C2C(C(=O)c3ccc(C)o3)=C(O)C(=O)N2c2cc(C)on2)cc1OC (configuration not stated)	6	0.9	-3	9	-1	-0.3	2	-1	100
CCCCN(C)C(=O)C1CCN(C/C(C)=C/c2ccccc2)CC1	-6	1.0	7	3	-2	0.3	5	-3	106
O=C1CC(c2ccc(S(=O)(=O)N3CCCCC3)cc2)CN1 (configuration not stated)	-14	1.4	15	-5	-1	-0.1	4	-5	101

Of the compounds above, 2 have an NH in an aromatic ring:
SMILES	GPR7 antag	V1R ag counter	NALP1 yeast inh	M18AAP inhibitor	OXTR potentiate	OXTR ag	MEKK2mut PB1 HTS	GalR3 antag	MEKK2 WT-MEK5
CC(C)OC(=O)CCNc1n[nH]c(=O)[nH]c1=O	3	-0.8	13	2	-7	-0.3	6	-5	104
Cc1ccc(/C=N/NC(=O)c2n[nH]c3c2CCCC3)cc1	-1	1.0	2	-3	-9	-1.6	0	1	99

Screening data: PubChem BioAssay, several laboratories
